Gal4-VP16 FLuc: counter-screen for ROR gamma inhibitors: Gal4-VP16 reporter; Potency, µM (series often up to 53.6 µM), without a hit: at the highest dose activity, negative = inhibition, hits mostly inhibitors; hit rate 3.5% among 310,000; Drosophila S2 Gal4-VP16 UAS-luciferase, luminescence, 20 h;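 further: Gal4-VP16 expression switched on by copper sulfate through the metallothionein promoter; potency means the concentration at half of the fitted maximal effect; on the % scale 0 is the no-effect control and ±100 the full control effect; nearly all actives have a fitted effect of over 50% in size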
Rab9 prom act: activators of Rab9 promoter | Potency, µM (series often up to 9.22 µM), inactives show at the highest dose activation, negative = inhibition, most hits filed as activators | Huh7 Rab9 promoter-luciferase reporter, luminescence, 24 h | hit rate 2.8% among 320,000; further: potency means the concentration at half of the fitted maximal effect; % of control where 0% means no effect; nearly all actives have a fitted effect of over 60% in size
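Huh7 cells stably carrying Rab9 promoter–luciferase reporter, plated 1500 cells/well, compound added after 2 h and incubated 24 h at 37 °C; luciferase luminescence then read after 10 min with detection reagent.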
NPC1 promoter act: activates the NPC1 promoter | hit rate 2.4% among 320,000 | Potency, µM (top dose mostly 9.22 µM), for inactives: top-dose activation, hits mostly activators | Huh7 NPC1 promoter luciferase reporter, 24 h | AID 485313;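 further: potency means the concentration at half of the fitted maximal effect; % of control where 0% means no effect; nearly all actives have a fitted effect of over 60% in size; reporter is driven by a mutant NPC1 promoter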
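Huh7 reporter cells (NPC1 promoter driving luciferase) are dosed with compound for 24 h at 37 °C, 5% CO2; luciferase detection reagent is then added and luminescence measured after 10 min at ambient temperature.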
ELG1 genotox: inducers of genotoxicity in HEK293T ELG1-luciferase cells; hit rate 1.3% among 330,000; HEK293T ELG1-luciferase reporter, luminescence, 16 h; Potency, µM (highest dose often 46 µM), for the others: top-dose activity change, positive = activation, most hits filed as activators; further: potency means the concentration at half of the fitted maximal effect; % of control where 0% means no effect; nearly all actives have a fitted effect of over 60% in size
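16 hr compound incubation (37 °C, 5% CO2) of HEK293T cells carrying luciferase-tagged ELG1; luciferase then measured by ONE-Glo luminescence after 30 min at RT.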
BRCA1 expr up: activators of BRCA1 expression | MCF7-BRCA1-FFLuc reporter, luminescence, 48 h; response scale: scaled: vehicle 0%, 10 µM genistein 100% | Potency, µM (top dose mostly 46.1 µM), without a hit: at the top dose activation, actives largely listed as activators | hit rate 1.1% among 380,000 | AID 624202; further: potency means the concentration at half of the fitted maximal effect; nearly all actives have a fitted effect of over 80% in size; some results filed as inactive show a strong effect at the top dose
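Cells: MCF7-BRCA1-FFLuc, 2000/well. Exposure: 48 h, 37 °C, 5% CO2. Read: luminescence, 15 min post-substrate. Controls: genistein 10 microM (maximal activation), DMSO (neutral).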
RORg inh: ROR gamma (mouse) transcription inhibition; Drosophila S2 Gal4-RORgamma UAS-luciferase reporter, 20 h; Potency, µM (highest dose often 53.6 µM), for the others: at the top dose activity change, negative = inhibition, actives largely listed as inhibitors; hit rate 5.4% among 310,000; further: potency means the concentration at half of the fitted maximal effect; on the % scale 0 is the no-effect control and ±100 the full control effect; nearly all actives have a fitted effect of over 60% in size
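Drosophila S2 cells stably expressing Gal4-DBD/mouse RORγ fusion under metallothionein promoter plus UAS-luciferase; compound 1 h, then 700 uM CuSO4 induction for 20 h at ambient temperature; inhibition read as reduced luminescence.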
p53 reactivation: restores transcriptional activity of mutant p53 | H1299 p53-A138V BP100-luciferase reporter, luminescence, 24 h | Potency, µM (doses to about 92.2 µM), for inactives: at the highest dose activity change, positive = activation, hits mostly activators | hit rate 0.063% among 320,000; further: potency means the concentration at half of the fitted maximal effect; % of control where 0% means no effect; nearly all actives have a fitted effect of over 45% in size
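p53-null H1299 cells stably carrying temperature-sensitive p53-A138V and a BP100-luciferase reporter were pinned with compounds (4-point, 1:5 series) and held 24 hrs at 37 deg C. Luminescence was read 10 min after detection reagent.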
PKM2 act: activators of human pyruvate kinase M2. P14618. purified PKM2, Kinase-Glo ATP luminescence, activation; response scale: 0% is enzyme alone, no compound. Potency, µM (doses to about 57.5 µM), without a hit: at the top dose activation, most hits filed as activators. hit rate 0.34% among 260,000; further: potency means the concentration at half of the fitted maximal effect; on the % scale 0 is the no-effect control and ±100 the full control effect; nearly all actives have a fitted effect of over 55% in size
Target sequence (P14618 whole entry, looked up): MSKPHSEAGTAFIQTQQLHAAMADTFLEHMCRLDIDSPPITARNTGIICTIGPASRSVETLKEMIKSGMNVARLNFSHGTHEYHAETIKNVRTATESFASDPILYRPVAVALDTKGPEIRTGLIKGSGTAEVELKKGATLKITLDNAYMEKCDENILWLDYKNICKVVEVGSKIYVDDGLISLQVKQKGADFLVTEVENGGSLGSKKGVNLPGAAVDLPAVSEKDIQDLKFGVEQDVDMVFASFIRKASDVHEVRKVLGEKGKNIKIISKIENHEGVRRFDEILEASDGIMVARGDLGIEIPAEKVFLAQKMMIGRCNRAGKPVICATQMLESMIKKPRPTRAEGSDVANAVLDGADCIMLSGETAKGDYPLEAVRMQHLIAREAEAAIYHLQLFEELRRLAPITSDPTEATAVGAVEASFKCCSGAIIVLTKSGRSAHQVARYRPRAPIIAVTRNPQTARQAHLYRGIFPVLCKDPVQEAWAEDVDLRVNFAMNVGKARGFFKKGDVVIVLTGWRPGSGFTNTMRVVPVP
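ATP formation by purified human PK-M2, quantified via coupled luciferase luminescence after 1 h at room temperature with 0.1 mM ADP and 0.5 mM PEP final.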
Giardia kill: kills Giardia lamblia; activity change, % at 7.66 µM, hits read low; AID 540267; hit rate 0.15% among 340,000; Giardia lamblia trophozoite viability; in the data active means activity change below about -80%; inconclusive means between about -30% and that limit;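 further: parasites exposed to compound for two days anaerobically before the ATP read; on the % scale 0 is the no-effect control and ±100 the full control effect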
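Trophozoites 100 cells/well + cpd; 48 hrs, 37 deg C, anaerobic. ATPLite 1-Step added, 15-30 min RT, luminescence read (ATP-based viability).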
FLuc counter: inhibits or activates purified firefly luciferase, miR-21 counter-screen; purified FLuc, Km substrates, luminescence inhibition; Potency, µM (series often up to 57.5 µM), for the others: at the highest dose activity change, negative = inhibition, actives largely listed as inhibitors; P08659; hit rate 6.9% among 360,000;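 further: potency means the concentration at half of the fitted maximal effect; plate controls were vehicle for no effect and reference inhibitor for full effect; nearly all actives have a fitted effect of over 55% in size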
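Purified P. pyralis luciferase, 10 nM final, with Km-level 10 uM D-luciferin and 10 uM ATP in 50 mM Tris acetate pH 7.5, 10 mM Mg acetate, 0.01% Tween-20, 0.05% BSA; 6-point qHTS titration about 60 µM downward; luminescence read.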
Menin-MLL TR inh: inhibitors of human menin-MLL interaction, mutant MLL peptide. Potency, µM (highest dose often 61.6 µM), for the others: at the highest dose FP activity change, negative = inhibition, most hits filed as inhibitors. AID 1768. Menin + Texas Red MLL mutant peptide, fluorescence polarization. O00255. hit rate 0.23% among 270,000; active means well fitted inhibition curve with a large enough effect in the polarisation, with a control signal flat, not every such curve was filed as active; inconclusive means small, poorly fitted or top-dose-only effect, or effect the other way, or a change in a side signal; inactive means no such curve, though single readings can be large or run the other way; the % refers to the polarisation; further: potency means the concentration at half of the fitted maximal effect; % of control where 0% means no effect; many of its hits are not listed in these tables
Target sequence (O00255 whole entry, looked up): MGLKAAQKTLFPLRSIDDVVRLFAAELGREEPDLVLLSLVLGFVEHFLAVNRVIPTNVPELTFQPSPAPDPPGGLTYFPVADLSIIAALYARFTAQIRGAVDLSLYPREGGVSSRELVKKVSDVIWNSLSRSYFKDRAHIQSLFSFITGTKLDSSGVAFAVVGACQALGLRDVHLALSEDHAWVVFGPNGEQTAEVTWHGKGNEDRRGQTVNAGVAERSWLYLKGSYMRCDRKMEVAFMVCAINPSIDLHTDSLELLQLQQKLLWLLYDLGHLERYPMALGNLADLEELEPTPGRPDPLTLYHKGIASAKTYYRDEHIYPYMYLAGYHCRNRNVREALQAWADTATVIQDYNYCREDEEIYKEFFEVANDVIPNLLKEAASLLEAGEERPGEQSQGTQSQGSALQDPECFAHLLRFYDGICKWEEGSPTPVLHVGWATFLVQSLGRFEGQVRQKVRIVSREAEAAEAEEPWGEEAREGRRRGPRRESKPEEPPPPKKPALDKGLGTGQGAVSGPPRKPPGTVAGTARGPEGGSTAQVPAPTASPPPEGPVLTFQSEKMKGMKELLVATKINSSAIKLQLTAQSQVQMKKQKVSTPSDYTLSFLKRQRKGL
* = called active by the depositor; ? = inconclusive; / = no result given; [ ] = remark or other dose. Unless noted, the call rests on the fitted dose curve; in most records, active means well fitted curve in the direction sought with a large enough effect; inconclusive means small, poorly fitted or top-dose-only effect, or another doubt; inactive means no such curve, though single readings can be large; an effect the other way counts as inactive or inconclusive. This is a subset; count on the stated rates, not on these rows.

SMILES	Gal4-VP16 FLuc	Rab9 prom act	NPC1 promoter act	ELG1 genotox	BRCA1 expr up	RORg inh	p53 reactivation	PKM2 act	Giardia kill	FLuc counter	Menin-MLL TR inh
O=C(N1CCCCC1)N1CCN(C(c2ccccc2)c2ccccc2)CC1	7%	4%	-4%	-3%	-18%	7%	0%	-3%	0	-2%	-11%
O=C(COC(=O)c1ccc2c(c1)OCCO2)Nc1cc(S(=O)(=O)N2CCOCC2)ccc1Cl	-7%	-1%	-5%	0%	-5%	1%	-2%	0%	-12	?	9%
CCOC(=O)c1cc(OC(=O)c2ccccc2Br)n(-c2ccccc2)n1	2%	6%	-1%	0%	2%	?	3%	-3%	-1	-3%	3%
C=Cn1cc[n+](CC(=O)C(C)(C)C)c1	-4%	-1%	-5%	0%	0%	-3%	-1%	-4%	0	3%	4%
COCC1CCCCN1C(=O)c1ccc2nc(Cc3ccc(OC)c(OC)c3)oc2c1 (configuration not stated)	-14%	-1%	8%	-2%	0%	?	-3%	9%	-5	-3%	/
COc1ccccc1C1(O)C(=O)Nc2ccccc21 (configuration not stated)	-4%	1%[1.84 µM]	-3%	-2%	-2%	-27%	-9%	/	-6	8%	0%
CCc1ccc(N2C(=O)Nc3ccccc3C2(O)C(=O)N2CCN(c3ccccn3)CC2)cc1 (configuration not stated)	-9%	4%	10%	4%	15%	0%	8%	/	-2	?	-22%
O=C(CO)N/N=C/c1ccc(Cl)cc1	-17%	3%	0%	3%	1%	2%	1%	-7%	3	-3%	0%
COc1ccccc1C(CNC(=O)C1CC(=O)N(Cc2ccccc2)C1)N1CCCC1 (configuration not stated)	/	-5%	-2%	-2%	-11%	/	1%	/	10	2%	/
CCOC(=O)c1nnn(-c2nonc2N)c1CN(C)Cc1ccccc1	8%	-4%	1%	-8%	2%	-4%	6%	-2%	-14	-2%	6%

Further results follow:
SMILES	Gal4-VP16 FLuc	Rab9 prom act	NPC1 promoter act	ELG1 genotox	BRCA1 expr up	RORg inh	p53 reactivation	PKM2 act	Giardia kill	FLuc counter	Menin-MLL TR inh
CC(=O)c1cccc(NC(=O)COc2ccccc2C(=O)c2cc(C#N)c(=O)n(C3CCCCC3)c2)c1	-8%	1%	-6%	-2%	-39%	-4%	-4%	-1%	2	-1%	5%
CC1(C)O[C@@H]2C[C@H]3[C@@H]4C[C@H](F)C5=CC(=O)CC[C@]5(C)[C@H]4[C@@H](O)C[C@]3(C)[C@]2(C(=O)CO)O1	-12%	0%	0%	16%	0%	?	-2%	3%	12	0%	-1%
CC1=CC(C)C2(COC(c3ccc[n+](C)c3)OC2)C(C)C1 (configuration not stated)	2%	-21%	-3%	-7%	-45%	36%	-2%	-6%	2	0%	-8%
CC(C)Cn1c(-c2ccc(Br)cc2)c[nH]c1=S	1.6µM*	-12%	-5%	-10%	5%	0.63µM*	5%	6%	-3	1%	-11%
CC(C)CC(=O)Nc1cccc(NC(=O)CC(C)C)n1	-1%	-5%	-4%	3%	-6%	-5%	4%	-2%	22	2%	4%
COc1cccc(OCC(=O)Nc2cc(Cl)ccc2Oc2ccccc2)c1	3%	11%	7%	-2%	-36%	30%	3%	1%	-17	0%	-6%
COc1ccc2c(c1)C=C(CN1CCN(C3CCCC3)C(CCO)C1)CO2 (configuration not stated)	5%	0%	-9%	-3%	-15%	-18%	-1%	2%	14	-2%	0%
CC(CNCC1CCCO1)COc1cccc2ccccc12 (configuration not stated)	3%	4%	-2%	0%	-22%	-19%	-12%	-3%	-4	-1%	-3%
C=C(C)COc1ccc(-c2nc(N)nc(C)c2-c2ccc(OC)cc2)c(O)c1	3%	-5%	-1%	4%	-39%	15%	5%	2%	-9	-16%	6%
COc1ccc(-n2c(N)c(C(=O)NCc3ccco3)c3nc4ccccc4nc32)c(OC)c1	-7%	-2%	-2%	2%	-38%	-32%	?	-3%	5	-1%	17%

Some values from the list:
Under NPC1 promoter act, C=C(C)COc1ccc(-c2nc(N)nc(C)c2-c2ccc(OC)cc2)c(O)c1 reads -1%
Under ELG1 genotox, CC(=O)c1cccc(NC(=O)COc2ccccc2C(=O)c2cc(C#N)c(=O)n(C3CCCCC3)c2)c1 reads -2%
Under BRCA1 expr up, COc1ccc2c(c1)C=C(CN1CCN(C3CCCC3)C(CCO)C1)CO2 (configuration not stated) reads -15%

Remaining list, next part.
SMILES	Gal4-VP16 FLuc	Rab9 prom act	NPC1 promoter act	ELG1 genotox	BRCA1 expr up	RORg inh	p53 reactivation	PKM2 act	Giardia kill	FLuc counter	Menin-MLL TR inh
O=C(Nc1ccc(Oc2ccccc2)cc1)C1CC1	-5%	2%	0%	2%	37%	21%	-2%	-11%	-3	-19%	16%
O=C(Nc1ccc(N2CCOCC2)c(Cl)c1)c1ccc(Br)o1	-26%	3.2µM*	1.4µM*	?	?	?	?	-9%	7	8.5µM*	49%[activator]
CN(C)c1ccc(/C=C/C=C2/SC(=S)N(c3ccccc3)C2=O)cc1	-3%	?	?	14%	71%	-28%	-2%	-41%	-19	4.8µM*	/
COCCCN1C(=O)C(=O)/C(=C(/O)c2ccc(OC(C)C)cc2)C1c1ccc(O)c(OC)c1 (configuration not stated)	-6%	-1%	0%	0%	3%	-25%	-2%	0%	-26	1%	1%
CN(CC(=O)NC1CCCCCC1)S(=O)(=O)c1ccccc1	?	21%	11%	5%	68%	2%	8%	-1%	1	?	-1%
CCC1(c2ccccc2)NC(=O)N(CC(=O)NCc2ccncc2)C1=O (configuration not stated)	-1%	-1%	0%	-1%	0%	-10%	-1%	-1%	-22	2%	0%
COc1ccc(/C=C2\N=C(c3ccccc3)N(c3ccc(C(=O)O)cc3)C2=O)cc1OC	-2%	12%	13%	14%	0%	-1%	-2%	3%	7	5.4µM*	/
CCOC(=O)c1c(C)[nH]c(C(=O)OC(C)C(=O)Nc2ccccc2OC)c1C (configuration not stated)	-8%	3%	-6%	-12%	-40%	-17%	6%	3%	0	-3%	?
O=C1CC(c2ccccc2)n2nc(N3C(=O)c4ccccc4C3=O)nc2N1 (configuration not stated)	6%	16%	1%	-3%	0%	-1%	-6%	0%	0	1%	9%
Cc1cccc(NC(=O)CN2C(=O)NC(C)(c3ccc4ccccc4c3)C2=O)n1 (configuration not stated)	/	-1%	0%	-4%	-34%	/	-11%	/	5	0%	/

Further records follow:
SMILES	Gal4-VP16 FLuc	Rab9 prom act	NPC1 promoter act	ELG1 genotox	BRCA1 expr up	RORg inh	p53 reactivation	PKM2 act	Giardia kill	FLuc counter	Menin-MLL TR inh
CCC(c1nnc(SCC(=O)NC2CCCCC2)n1Cc1ccccc1)N(C)C (configuration not stated)	/	-2%	-2%	-2%	-13%	/	2%	/	-22	0%	/
COCCNC(=O)C(c1ccc(C)cc1)N(C(=O)CCC(=O)Nc1ccccn1)C1CCCCC1 (configuration not stated)	4%	-1%	3%	6%	-3%	-5%	-3%	/	-5	0%	/
COc1ccc(S(=O)(=O)N2CCCCCC2)cc1C(=O)NCc1ccc(C)cc1	/	-2%	-2%	0%	-11%	/	2%	/	-9	0%	/
COc1ccccc1N1CCN(CC(O)COc2c(OC)cccc2OC)CC1 (configuration not stated)	-10%	-9%	-2%	-3%	-25%	-1%	-11%	0%	4	-11%	-16%
CCNC(=S)NNC(=O)c1csc(C)c1	?	11%	7%	-1%	6%	13µM*	4%	-22%	7	2%	-13%
CCCc1nc2sc3ccccc3c(=O)c2c(=O)n1Cc1ccco1	1%	-1%	2%	-1%	8%	-9%	-4%	14µM*	-3	-22%	19%
CC(C)Cn1c(CCC(=O)O)ccc1-c1cccs1	-8%	-3%	-3%	0%	5%	141%	-4%	14%	8	6%	6%
CC(C)CNC(=S)NC(=O)c1ccc(F)cc1	?	17%	22%	?	80%	7.9µM*	?	7%	-3	30µM*	-2%
Oc1c(C=C2N=c3ccccc3=N2)sc(=S)n1C1CCCC1	?	-3%	1%	-2%	-26%	3%	?	3%	14	-14%	?

3 structures from above, ordered by number of heavy atoms, high to low:
SMILES	Gal4-VP16 FLuc	Rab9 prom act	NPC1 promoter act	ELG1 genotox	BRCA1 expr up	RORg inh	p53 reactivation	PKM2 act	Giardia kill	FLuc counter	Menin-MLL TR inh
COCCNC(=O)C(c1ccc(C)cc1)N(C(=O)CCC(=O)Nc1ccccn1)C1CCCCC1 (configuration not stated)	4%	-1%	3%	6%	-3%	-5%	-3%	/	-5	0%	/
COc1ccc(S(=O)(=O)N2CCCCCC2)cc1C(=O)NCc1ccc(C)cc1	/	-2%	-2%	0%	-11%	/	2%	/	-9	0%	/
CC1=CC(C)C2(COC(c3ccc[n+](C)c3)OC2)C(C)C1 (configuration not stated)	2%	-21%	-3%	-7%	-45%	36%	-2%	-6%	2	0%	-8%

Bioassay records from PubChem.
